High-throughput results from PubChem.
Bcl-B TR3 displacers – displacers of TR3 peptide from Bcl-B, primary screen, selectivity assay for Bfl-1 inhibitor project, biochemical, fluorescence polarization. FP displacement of FITC-TR3 peptide from Bcl-B; higher % means a stronger effect. displacement, % at 20 µM, or IC50 in µM where a hit was titrated. 96,000 compounds, 0.11% hits;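 active = displacement above 50% at 20 µM plus a fluorescence interference ratio under 1.5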;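 note: plate controls were wells without compound for no effect and wells lacking Bcl-B protein for full effect; a part of the inactive calls stands beside numbers as strong as those of hits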
IL1B NFkB inh – blocks IL-1B driven NFkB nuclear translocation in HUVEC cells | HUVEC IL-1B NFkB p65 nuclear translocation imaging | inhibition, % at 2 µM | 94,000 compounds, 0.43% hits | AID 796;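 active = inhibition above about 30% together with a positive call from visual inspection of the well image, limit read from the data; inconclusive = inhibition above a set limit but visual check negative; inactive = inhibition not above a set limit, visual check negative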;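 note: nuclear over cytoplasmic p65 intensity ratio measured by imaging; 0% = IL-1B stimulated DMSO wells and 100% = unstimulated DMSO wells; values of inactives mirror those of a sister screen read the other way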
PLAP inhibition – inhibition of human placental alkaline phosphatase – biochemical, luminescence, HTS (AID 690). inhibition, % at 20 µM; hits with a dose series show IC50 in µM. purified PLAP, luminescent substrate; higher % means a stronger effect. 96,000 compounds, 0.08% hits; in the data active = a potency from the dose series; inactive = the rest, 99 in 100 with inhibition below about 30%; note: strong numbers were not always called active
NFkB transloc pot – enhances IL-1B driven NFkB nuclear translocation | activation, % at 2 µM | HUVEC IL-1B NFkB p65 nuclear translocation imaging | AID 819 | 94,000 compounds, 0.3% hits;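 active = activation above 40%, about the mean plus 3 SD, also judged a hit on visual image review; inconclusive = activation above 40% but not a hit on visual review; inactive = activation not above 40% and no visual hit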;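 note: percent activation is computed from the nuclear over cytoplasmic p65 intensity ratio; values of inactives mirror those of a sister screen read the other way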
MRP reversal – compounds reversing MRP-mediated drug resistance | H69AR cells + 2 uM doxorubicin, CellTiter-Glo, 72 h | differential viability (reversal), % at 10 µM | AID 602 | 85,000 compounds, 0.04% hits;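 active = viability drop by adding the cancer drug above about 55%, with treated viability meeting a 40% cutoff, limit read from the data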;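 note: viability without doxorubicin minus viability with 2 µM doxorubicin for each compound; larger differential means the compound sensitizes cells more to doxorubicin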
MRP reversal cytotoxicity – second read-out of MRP reversal, no call of its own (marks repeat the call); viability, %; H69AR cells, CellTiter-Glo, 72 h; measured here: cytotoxicity without doxorubicin
MRP reversal with doxorubicin – recorded beside MRP reversal, whose call it bears; viability, %; measured here: viability with 2 uM doxorubicin; stronger effect = lower value
IL1B NFkB inh cell count 2 µM – second read-out of IL1B NFkB inh, no call of its own (marks repeat the call); cell count; measured here: cells passing quality filter;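 raw number of nuclei counted in each imaged well without normalization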
NFkB transloc pot cell count 2 µM – further read-out of NFkB transloc pot, marked with its call; cell count; measured here: cells passing quality filter
Numbers without * were called inactive; ? = inconclusive; · = no result given. A portion of the library; the hit share may differ from the screen's.

SMILES	Bcl-B TR3 displacers	IL1B NFkB inh	IL1B NFkB inh cell count 2 µM	PLAP inhibition	NFkB transloc pot	NFkB transloc pot cell count 2 µM	MRP reversal	MRP reversal cytotoxicity	MRP reversal with doxorubicin
CC1CCN(C(=S)NC(=O)c2ccccc2)CC1	14%	-17	142	2%	17	142	6	93	86
Cc1ccc2nc(NC(=O)c3ccc4ncsc4c3)sc2c1	4%	2	54	-3%	-2	54	-34	52	86
Cc1c(C(=O)O)[nH]c2c1C(=O)CC(c1ccccc1)C2 (configuration not stated)	0%	-13	167	-26%	13	167	1	101	100
COc1ccc(C(=O)Nc2ccc(S(=O)(=O)Nc3nccnc3OC)cc2)cc1OC	1%	-1	176	-31%	1	176	1	87	87
O=C(NCc1cccnc1)C1c2ccccc2C(=O)N1Cc1ccco1 (configuration not stated)	10%	-4	151	-60%	4	151	7	98	91
CCn1c(N2CCN(CC(=O)Nc3cccc(C)c3C)CC2)nc2ccccc21	6%	-4	93	-42%	4	93	-19	47	66
O=C(NCCNc1ccc([N+](=O)[O-])cc1C(F)(F)F)c1ccccc1F	-5%	0	153	37%	0	153	·	·	·
COc1ccc(-c2noc(CCC(=O)Nc3ccc(C)c(C)c3)n2)cc1	-3%	-8	130	14%	8	130	12	91	79
Cc1nc2ccc(NS(=O)(=O)c3ccc4c(c3)OCCO4)cc2s1	12%	-13	153	16%	13	153	·	·	·
Cc1cccn2c(=O)c3cc(C#N)c(=NC(=O)c4ccncc4)n(CCCOC(C)C)c3nc12	40%	1	94	-67%	-1	94	35	52	18
COC(=O)c1ccccc1NC(=O)c1cccc(COc2ccccc2Cl)c1	-5%	-19	153	20%	19	153	·	·	·
C=C(C)C1CC=C(C)/C(=N/NC(=O)c2ccc(NC(=O)CCC)cc2)C1 (configuration not stated)	-12%	-2	153	4%	2	153	·	·	·
COC1=C(OC)c2ccccc2C(C(=O)O)N/C1=C(/C)Nc1ccncc1 (configuration not stated)	10%	·	·	4%	·	·	-16	78	94
O=C(NCc1ccccn1)C1CC(c2ccc(Cl)c(Cl)c2)=NO1 (configuration not stated)	4%	-8	144	4%	8	144	8	85	77
CC(=O)c1c(C)[nH]c(C(=O)CSc2nnc(C3CCCCC3)n2N)c1C	-6%	-26	186	-38%	26	186	-15	62	77
COc1ccc(C/C(N)=N/OC(=O)Cc2ccccc2)cc1	6%	-5	119	15%	5	119	·	·	·
CCc1nn(CC(=O)NCCCN2CCCC2=O)c(=O)c2cc3sccc3n12	-4%	·	·	-1%	·	·	1	99	98
CCCC(=O)Nc1ccc(S(=O)(=O)N2CCOCC2)cc1	·	-21	119	·	21	119	15	95	80
COC(=O)Nc1ncc(CN2C(=O)c3ccccc3C2=O)s1	-6%	-2	117	-2%	2	117	2	102	100
COc1ccc(N(C(=O)c2ccc(Cl)cc2)C2=CC3CCC(C2)N3C)cc1 (configuration not stated)	-7%	-14	174	-63%	14	174	8	99	91
CCCc1nnc(NC(=O)CCC(=O)NCc2ccccc2OC)s1	-7%	-10	152	-6%	10	152	-7	80	87
O=C(OCN1C(=O)c2ccccc2C1=O)c1ccc2c(=O)n3c(nc2c1)CCC3	·	-16	146	·	16	146	-3	82	85
Cc1ccc2nc(NCCO)nc(-c3ccccc3)c2c1	-2%	-21	91	-24%	21	91	0	25	25
COc1ccc(C(=O)CSc2nnc(-c3ccoc3C)n2CC2CCCO2)cc1 (configuration not stated)	-2%	-12	136	-32%	12	136	11	92	81
O=S(=O)(c1ccccc1)N1CCC(N2CCN(c3ccccc3)CC2)CC1	0%	·	·	-4%	·	·	-9	88	97
Nc1nnnn1CC(=O)OCc1cccc(Br)c1	-3%	·	·	-2%	·	·	54	106	52
O=C1CC(c2ccco2)CC(O)=C1C=Nc1ccc(Br)cc1 (configuration not stated)	-8%	19	133	27%	-19	133	1	90	88
COc1ccc(-c2nnn(CC(=O)NCc3ccccc3)n2)cc1OC	·	-2	101	·	3	101	6	95	89
CCCc1cc2c(c(NC(C)=O)n1)c(=O)oc1ccccc12	·	19	34	·	-19	34	-18	73	91
CCOC(=O)Cc1cc(=O)[nH]c(/N=C(\N)Nc2ccc(C)cc2C)n1	3%	-4	171	-47%	4	171	8	92	84

Reformatted as a markdown table: entries from further up.
| mol | Bcl-B TR3 displacers | IL1B NFkB inh | IL1B NFkB inh cell count 2 µM | PLAP inhibition | NFkB transloc pot | NFkB transloc pot cell count 2 µM | MRP reversal | MRP reversal cytotoxicity | MRP reversal with doxorubicin |
| --- | --- | --- | --- | --- | --- | --- | --- | --- | --- |
| COC1=C(OC)c2ccccc2C(C(=O)O)N/C1=C(/C)Nc1ccncc1 (configuration not stated) | 10% | · | · | 4% | · | · | -16 | 78 | 94 |
| O=C(NCc1ccccn1)C1CC(c2ccc(Cl)c(Cl)c2)=NO1 (configuration not stated) | 4% | -8 | 144 | 4% | 8 | 144 | 8 | 85 | 77 |

Retrieved one by one from above (5):
SMILES	Bcl-B TR3 displacers	IL1B NFkB inh	IL1B NFkB inh cell count 2 µM	PLAP inhibition	NFkB transloc pot	NFkB transloc pot cell count 2 µM	MRP reversal	MRP reversal cytotoxicity	MRP reversal with doxorubicin
CCCC(=O)Nc1ccc(S(=O)(=O)N2CCOCC2)cc1	·	-21	119	·	21	119	15	95	80
Cc1ccc2nc(NC(=O)c3ccc4ncsc4c3)sc2c1	4%	2	54	-3%	-2	54	-34	52	86
O=S(=O)(c1ccccc1)N1CCC(N2CCN(c3ccccc3)CC2)CC1	0%	·	·	-4%	·	·	-9	88	97
COc1ccc(-c2nnn(CC(=O)NCc3ccccc3)n2)cc1OC	·	-2	101	·	3	101	6	95	89
CCc1nn(CC(=O)NCCCN2CCCC2=O)c(=O)c2cc3sccc3n12	-4%	·	·	-1%	·	·	1	99	98

(more compounds)
SMILES	Bcl-B TR3 displacers	IL1B NFkB inh	IL1B NFkB inh cell count 2 µM	PLAP inhibition	NFkB transloc pot	NFkB transloc pot cell count 2 µM	MRP reversal	MRP reversal cytotoxicity	MRP reversal with doxorubicin
Cc1cc2c(c(=O)o1)C(C13C=CC(CC1)C3)C(C#N)=C(N)O2 (configuration not stated)	-6%	-9	167	-7%	9	167	-4	91	95
CC1(C)CC2(CCO1)N1CC3(C)CN2CC(C)(C1)C3O (configuration not stated)	4%	-31	121	9%	31	121	-10	98	108
CCCCN(C)/C=N/c1c(C#N)cnn1-c1ccc(C)cc1	5%	-1	174	-4%	1	174	2	79	77
CCOc1ccc(-c2nnn(CC(=O)Nc3cccc(OC)c3)n2)cc1OCC	-4%	-6	176	-1%	6	176	6	104	98
CCn1cnc2c1c(=O)n(CC(=O)Nc1ccc3c(c1)OC(F)(F)O3)c(=O)n2Cc1ccccc1	-2%	-8	192	-42%	8	192	-35	32	67
CCn1c(CNC(=O)C23CC4CC(CC(C4)C2)C3)nnc1SCC(=O)Nc1nnc(C)s1	-8%	9	185	-6%	-9	185	5	85	81
O=C(C(c1ccccc1)c1ccccc1)N1CCC(c2nc(-c3ccccc3Cl)no2)CC1	·	2	118	·	-2	118	-2	78	81
CC(Oc1ccc(Cl)cc1Cl)C(=O)NCCCN1CCOCC1 (configuration not stated)	-4%	·	·	-65%	·	·	12	95	84
COc1ccccc1CC(=O)O/N=C(\N)Cc1cccc2ccccc12	-3%	6	160	1%	-6	160	·	·	·
CCC(=O)N1CCc2cc(S(=O)(=O)N3CCN(C(=O)c4ccco4)CC3)ccc21	-10%	-16	77	-20%	16	77	10	100	90
CC(NC(=O)Nc1ccccn1)N1C(=O)C2C3C=CC(C3)C2C1=O (configuration not stated)	·	1	131	·	-1	131	·	·	·
O=C(COC(=O)C1(c2ccccc2F)CCCC1)NC1CCS(=O)(=O)C1 (configuration not stated)	-5%	-12	150	18%	12	150	8	85	77
COc1ccc2cc(-c3nc4ccccc4n3C)c(=O)oc2c1	·	-24	108	·	24	108	-3	92	95
CC(=O)N1CCc2cc(C(=O)CN3CCCCC3)ccc21	9%	-3	198	-48%	3	198	15	105	89
NC(=O)CSc1nc(-c2ccccc2)c(-c2ccccc2)o1	·	9	131	·	-9	131	2	87	85
COC(=O)C1=C(C)N(C(C)C)C(=O)C1(NC(=O)C1CCCCC1)C(F)(F)F (configuration not stated)	-2%	-11	80	-5%	11	80	-1	94	95
COc1cc(S(=O)(=O)N2CCCCC2)ccc1NC(=O)/C=C/c1ccccc1	-10%	-10	99	1%	10	99	5	91	86
O=S(=O)(c1ccc(F)cc1)N1CCN(c2nc(-c3ccc(F)cc3)cs2)CC1	1%	19	161	9%	-19	161	-1	98	100
Cc1ccc(C)c(S(=O)(=O)Nc2ccccc2C(=O)Nc2ccccc2N2CCOCC2)c1	-18%	-6	153	-69%	6	153	·	·	·
CCOc1cc(N2CCOCC2)c(OCC)cc1NC(=O)COC(=O)[C@H](Cc1c[nH]c2ccccc12)NC(C)=O	-1%	14	159	-94%	-14	159	-9	72	81
N#CC1=C(SCC(N)=O)NC2=C(C(=O)c3ccccc32)C1c1ccc(Cl)cc1 (configuration not stated)	9%	1	169	-16%	-1	169	·	·	·
CCn1c(SCc2nc(-c3ccccc3)no2)nnc1-c1ccco1	·	-5	168	·	5	168	9	84	74
CCC(=O)N1CCc2cc(S(=O)(=O)NC(C(=O)N3CCc4ccccc4C3)C(C)C)ccc21 (configuration not stated)	-35%	-21	194	-24%	21	194	-2	80	83
C=CCNC(=O)CN1CCC(O)(c2ccccc2)CC1	3%	-5	164	12%	5	164	13	99	86
O=C(COc1ccc(F)cc1Br)NCc1ccccn1	-3%	-19	58	-9%	19	58	20	87	67
CC(C)(C)NC(=O)c1cnn(-c2ccccc2)c1NC(=O)c1ccccc1	6%	·	·	-26%	·	·	3	83	80
Cc1cc(C)nc(-n2nc(C)cc2NC(=O)COC(=O)CCC(=O)c2cccs2)n1	6%	-74	105	-14%	?	·	9	82	74
COCCCN1C(=O)C(O)=C(C(=O)c2ccco2)C1c1ccc(Br)cc1 (configuration not stated)	3%	7	181	-3%	-7	181	5	93	88
O=C(c1ccco1)N1CCN(C(=O)C2Cc3ccccc3CN2S(=O)(=O)c2ccc(F)cc2)CC1 (configuration not stated)	-1%	·	·	-51%	·	·	-3	89	92
C1CCc2c(nc3nnnn3c2NC2CCCC2)C1	8%	3	170	-18%	-3	170	9	83	73
O=C(Nc1ccccc1)c1c(F)cccc1F	1%	-8	182	-28%	8	182	12	100	88
Cc1[nH]c2c(ccc3ccccc32)c1C1C(CCN)C1(C)C (configuration not stated)	5%	15	116	-60%	-15	116	-13	4	18
O=C(NCSc1ccncn1)c1ccccc1	-10%	1	173	-18%	-1	173	·	·	·
Cc1ccccc1-c1nc2cc(N)ccc2o1	-9%	·	·	-14%	·	·	13	96	83
CCCC1(C(=O)O)NC(c2ccc(OC)cc2O)C2C(=O)N(c3ccc(OC)cc3)C(=O)C21 (configuration not stated)	-5%	-10	63	-52%	10	63	8	87	79
CC(C)CC(NS(=O)(=O)c1ccccc1)C(=O)O (configuration not stated)	-2%	-17	168	-2%	17	168	5	92	86
COc1ccc(C2OCC3(CO2)SC(N)=NC3=O)cc1 (configuration not stated)	0%	5	144	-4%	-5	144	-2	99	101
CCOc1ccccc1C(=O)N(Cc1ccccc1)Cc1cc2cc3c(cc2[nH]c1=O)OCCO3	·	-12	128	·	12	128	-3	9	12
CCOC(=O)Cn1c(-c2ccc(Cl)nc2)nc2ccccc21	0%	-1	117	-1%	1	117	·	·	·
O=C(O)CS(=O)(=O)c1ccc(Oc2ccc(S(=O)(=O)CC(=O)O)cc2)cc1	6%	-7	87	-3%	7	87	-1	98	99
CN(C)S(=O)(=O)c1ccc(C(=O)NCc2cccs2)cc1	-11%	6	124	12%	-6	124	12	102	91
Cc1ccc(NC(=O)NC2C(NC(=O)Nc3ccc(C)cc3)N(C)C(=O)N2C)cc1 (configuration not stated)	-8%	·	·	-8%	·	·	24	116	92
CCOc1ccc2c(c1)C(c1ccc(C)cc1)=NNC(c1ccc(C)cc1)=N2	·	-4	127	·	3	127	-43	21	64
CCCCOC(=O)n1c(=O)oc2cc(S(=O)(=O)N3CCCCC3)ccc21	-6%	-6	152	-30%	6	152	·	·	·
